BioA inh – BioA (M. tuberculosis) enzyme inhibition | AID 602481 | hit rate 0.096% among 360,000 | inhibition, % at 9.99 µM | purified M. tuberculosis BioA enzyme, plate reader; in the data active = inhibition above about 40%
Active calls of the source: *.

COc1cccc(C(=O)Nc2ccc3c(c2)OC[C@H](C)N(C(C)=O)C[C@@H](C)[C@@H](OC)CN(C)C3=O)c1
  BioA inh = -0.8
CC(C)NC(=O)N[C@H]1C=C[C@H](CC(=O)NC2Cc3ccccc3C2)O[C@@H]1CO
  BioA inh = -1.2
CCCC(=O)Nc1ccc2c(c1)C(=O)N(C)C[C@@H](OC)[C@H](C)CN(Cc1cncnc1)[C@@H](C)CO2
  BioA inh = -1.4
C[C@H]1CCCCO[C@H](CN(C)Cc2ccncc2)[C@@H](C)CN([C@@H](C)CO)C(=O)c2cc(NS(C)(=O)=O)ccc2O1
  BioA inh = -0.8
COc1cccc(NC(=O)N(C)C[C@@H]2Oc3cc(-c4cccc(C(=O)N(C)C)c4)ccc3S(=O)(=O)N([C@@H](C)CO)C[C@H]2C)c1
  BioA inh = -3.3
COc1ccc(S(=O)(=O)N(C)C[C@@H]2Oc3c(NS(=O)(=O)c4cccs4)cccc3C(=O)N([C@@H](C)CO)C[C@@H]2C)cc1
  BioA inh = -5.2
CC(C)NC(=O)Nc1ccc2c(c1)C(=O)N([C@H](C)CO)C[C@@H](C)[C@H](CN(C)S(=O)(=O)c1ccc(F)cc1)OCCCC[C@@H](C)O2
  BioA inh = 2.4
CCCC(=O)Nc1ccc2c(c1)C(=O)N(C)[C@@H]1CC[C@H](CC(=O)NCC3CCCCC3)O[C@@H]1CO2
  BioA inh = -0.6
C[C@@H]1CCCCO[C@@H](CN(C)Cc2ccc(C(=O)O)cc2)[C@H](C)CN([C@H](C)CO)C(=O)c2cc(NC(=O)Nc3ccc(C(F)(F)F)cc3)ccc2O1
  BioA inh = 2.0
Cc1noc(C)c1NC(=O)N(C)C[C@H]1Oc2ccc(NC(=O)Cc3ccccc3)cc2C(=O)N([C@@H](C)CO)C[C@H]1C
  BioA inh = 0.5
CNC[C@H]1Oc2cc(-c3cccc(C(=O)N(C)C)c3)ccc2S(=O)(=O)N([C@@H](C)CO)C[C@H]1C
  BioA inh = -2.0
CC(C)c1cccc(NC(=O)C[C@H]2CC[C@H]3[C@@H](COc4ccc(NC(=O)NCc5ccccc5)cc4C(=O)N3C)O2)c1
  BioA inh = 5.0
CCC(=O)Nc1ccc2c(c1)C(=O)N(C)C[C@H](OC)[C@H](C)CN(C(=O)COC)[C@H](C)CO2
  BioA inh = -0.5
O=C(C[C@@H]1CC[C@H]2[C@@H](COC[C@@H](O)CN2C(=O)Nc2cccc(Cl)c2)O1)NCC1CCCCC1
  BioA inh = 1.2
COc1cccc(-c2ccc([C@@H]3[C@H](CO)N4CCCCN(CC5CCOCC5)C[C@@H]34)cc2)c1
  BioA inh = 1.0
C[C@@H]1CN([C@@H](C)CO)C(=O)c2cccc(NS(=O)(=O)c3ccc(F)cc3)c2O[C@@H]1CN(C)CC1CC1
  BioA inh = -1.7
O=C(C[C@H]1CC[C@@H]2[C@H](COC[C@@H](O)CN2S(=O)(=O)c2ccccc2)O1)NCCN1CCCCC1
  BioA inh = -1.7
COc1ccc(S(=O)(=O)N(C)C[C@@H]2OCCCC[C@@H](C)Oc3ccc(NC(=O)CCCN(C)C)cc3C(=O)N([C@H](C)CO)C[C@H]2C)cc1
  BioA inh = 0.3
C[C@H](CO)N1C[C@H](C)[C@H](CN(C)C(=O)Nc2cccc3ccccc23)Oc2ccc(NS(=O)(=O)c3ccccc3)cc2CC1=O
  BioA inh = 2.2
CC(=O)NC[C@H]1[C@H](c2ccc(-c3ccccc3F)cc2)[C@H](CO)N1C(=O)C1CC1
  BioA inh = -1.9
C/C=C/c1ccc2c(c1)O[C@@H](CN(C)C(=O)COC)[C@@H](C)CN([C@H](C)CO)S2(=O)=O
  BioA inh = 5.9
CC(=O)N1[C@@H]2c3cccc(=O)n3C[C@H]1[C@H](CO)[C@H]2C(=O)NCC1CCCCC1
  BioA inh = -0.8
C/C=C/c1ccc([C@@H]2[C@@H](CO)N(C(=O)C3CC3)[C@H]2CN(C)C(=O)CN(C)C)cc1
  BioA inh = -3.2
Cc1noc(C)c1NC(=O)N(C)C[C@@H]1OCCCC[C@@H](C)Oc2ccc(NS(=O)(=O)c3ccc(Cl)cc3)cc2C(=O)N([C@H](C)CO)C[C@@H]1C
  BioA inh = -1.3
COc1ccc(S(=O)(=O)N2C[C@H](O)COC[C@@H]3O[C@@H](CC(=O)N[C@H]4CCN(Cc5ccccc5)C4)CC[C@H]32)cc1
  BioA inh = 0.4

The list goes on, starting with the last 6 of the part before.
CC(=O)NC[C@H]1[C@H](c2ccc(-c3ccccc3F)cc2)[C@H](CO)N1C(=O)C1CC1
  BioA inh = -1.9
C/C=C/c1ccc2c(c1)O[C@@H](CN(C)C(=O)COC)[C@@H](C)CN([C@H](C)CO)S2(=O)=O
  BioA inh = 5.9
CC(=O)N1[C@@H]2c3cccc(=O)n3C[C@H]1[C@H](CO)[C@H]2C(=O)NCC1CCCCC1
  BioA inh = -0.8
C/C=C/c1ccc([C@@H]2[C@@H](CO)N(C(=O)C3CC3)[C@H]2CN(C)C(=O)CN(C)C)cc1
  BioA inh = -3.2
Cc1noc(C)c1NC(=O)N(C)C[C@@H]1OCCCC[C@@H](C)Oc2ccc(NS(=O)(=O)c3ccc(Cl)cc3)cc2C(=O)N([C@H](C)CO)C[C@@H]1C
  BioA inh = -1.3
COc1ccc(S(=O)(=O)N2C[C@H](O)COC[C@@H]3O[C@@H](CC(=O)N[C@H]4CCN(Cc5ccccc5)C4)CC[C@H]32)cc1
  BioA inh = 0.4
C[C@H](CO)N1C[C@H](C)[C@H](CN(C)Cc2cccc(F)c2)Oc2cc(C#Cc3ccccn3)ccc2S1(=O)=O
  BioA inh = -5.7
COc1ccc(NC(=O)N(C)C[C@@H]2Oc3ccc(N(C)C)cc3C(=O)N([C@@H](C)CO)C[C@H]2C)cc1
  BioA inh = -2.7
Cc1noc(C)c1NC(=O)N(C)C[C@H]1Oc2ncc(/C=C/c3ccccc3)cc2C(=O)N([C@H](C)CO)C[C@H]1C
  BioA inh = -0.2
CCN1[C@@H]2c3ccc(C4=CCCCC4)c(=O)n3C[C@@H]2[C@@H](CO)[C@@H]1C(=O)NCc1cccc(OC)c1
  BioA inh = 0.7
C[C@@H]1CN([C@H](C)CO)C(=O)c2cc(NC(=O)Nc3ccccc3)ccc2O[C@@H](C)CCCCO[C@H]1CN(C)Cc1ccc(C(F)(F)F)cc1
  BioA inh = -1.8
COc1cccc(C(=O)N2C[C@H]3[C@@H](c4ccccc42)[C@@H](CO)N3C(=O)c2cccc(F)c2)c1
  BioA inh = -1.8
C[C@H]1CN([C@@H](C)CO)S(=O)(=O)c2ccc(-c3ccc(F)cc3)cc2O[C@@H]1CN(C)C(=O)C1CCOCC1
  BioA inh = -0.3
CN1C(=O)c2cc(NS(C)(=O)=O)ccc2OC[C@@H]2O[C@H](CC(=O)NC3CCCCC3)CC[C@@H]21
  BioA inh = 0.0
Cc1ccc(S(=O)(=O)Nc2cccc3c2O[C@@H](CN(C)Cc2ccc(Oc4ccccc4)cc2)[C@H](C)CN([C@H](C)CO)C3=O)cc1
  BioA inh = 1.5
C[C@@H]1CN([C@H](C)CO)C(=O)c2cccc(NC(=O)C3CCOCC3)c2O[C@@H]1CN(C)S(=O)(=O)c1ccc(Cl)cc1
  BioA inh = 0.0
COCC(=O)N(C)C[C@@H]1Oc2ncc(C#CC(C)(C)O)cc2C(=O)N([C@H](C)CO)C[C@H]1C
  BioA inh = -0.1
O=C(CC1CC1)N[C@H]1CC[C@@H](CCNS(=O)(=O)c2ccc(F)cc2)O[C@H]1CO
  BioA inh = -1.1
C[C@@H]1CN([C@H](C)CO)S(=O)(=O)c2ccc(C3=CCCC3)cc2O[C@@H]1CN(C)C(=O)c1ccncc1
  BioA inh = 2.6
O=C(CC1CC1)Nc1ccc2c(c1)[C@@H]1C[C@@H](CC(=O)N3CCCCC3)O[C@H](CO)[C@@H]1O2
  BioA inh = 0.8
CO[C@@H]1CN(C)C(=O)c2ccc(NC(=O)Nc3cccc(F)c3)cc2OC[C@H](C)N(C(=O)Nc2c(C)noc2C)C[C@H]1C
  BioA inh = 0.0
CO[C@H]1O[C@H](CO)[C@@H](OC(=O)Nc2ccccc2)[C@H](OC(=O)Nc2ccc3c(c2)OCO3)[C@@H]1OC(=O)Nc1ccc2c(c1)OCO2
  BioA inh = -1.1
C/C=C/c1ccc([C@H]2[C@@H](CO)N(C(=O)C3CC3)[C@@H]2CN(CC)C(C)=O)cc1
  BioA inh = 3.3
C[C@@H]1CN([C@H](C)CO)C(=O)c2cc(NC(=O)CCN3CCOCC3)ccc2O[C@H]1CN(C)Cc1ccc(-c2ccccc2)cc1
  BioA inh = -0.2
O=C(C[C@@H]1C=C[C@H](NC(=O)CN2CCOCC2)[C@@H](CO)O1)NCCc1ccccc1
  BioA inh = -4.7
N#C[C@@H]1[C@H](c2ccc(C#CC3CCCCC3)cc2)[C@@H](CO)N1S(=O)(=O)c1ccccc1
  BioA inh = -1.1
C[C@@H]1CCCCO[C@@H](CN(C)C(=O)Nc2cccc3ccccc23)[C@H](C)CN([C@H](C)CO)C(=O)c2cc(N(C)C)ccc2O1
  BioA inh = -0.3
O=S(=O)(N[C@H]1CC[C@H](CCn2cc(-c3cccc(F)c3)nn2)O[C@H]1CO)c1ccccc1
  BioA inh = 0.1
C[C@@H](O)C#Cc1ccc([C@@H]2[C@H]3CN(S(=O)(=O)Cc4ccccc4)CCCCN3[C@H]2CO)cc1
  BioA inh = -3.8
CCCN(C)C[C@@H]1Oc2ncc(-c3cccc(C(=O)N(C)C)c3)cc2C(=O)N([C@@H](C)CO)C[C@H]1C
  BioA inh = 0.0
CCC(=O)Nc1ccc2c(c1)C(=O)N(C)C[C@@H](OC)[C@H](C)CN(C(=O)NC(C)C)[C@@H](C)CO2
  BioA inh = 6.4

O=S(=O)(c1ccccc1)N1CCCCN2[C@@H](CO)[C@@H](c3ccc(C#Cc4ccccc4)cc3)[C@@H]2C1
  BioA inh = 1.9
Cc1ccc(S(=O)(=O)N[C@@H]2CC[C@H](CCNC(=O)Cc3ccccn3)O[C@@H]2CO)cc1
  BioA inh = -4.1
CC(C)CC#Cc1cnc2c(c1)C(=O)N([C@H](C)CO)C[C@@H](C)[C@H](CN(C)C(=O)c1ccc(F)cc1)O2
  BioA inh = 0.7
C[C@@H]1CN([C@H](C)CO)C(=O)c2cc(NC(=O)NC3CCCCC3)ccc2O[C@@H](C)CCCCO[C@@H]1CN(C)S(=O)(=O)c1ccc(Cl)cc1
  BioA inh = -0.8
O=C(C[C@@H]1C[C@@H]2c3cc(NC(=O)C4CCOCC4)ccc3O[C@@H]2[C@H](CO)O1)NCc1ccc(Oc2ccccc2)cc1
  BioA inh = -3.8
CC(C)NC(=O)N(C)C[C@@H]1OCCCC[C@H](C)Oc2ccc(NS(=O)(=O)c3ccc(Cl)cc3)cc2C(=O)N([C@H](C)CO)C[C@H]1C
  BioA inh = 1.6
C[C@H](CO)N1C[C@H](C)[C@H](CN(C)Cc2ccc3c(c2)OCO3)Oc2ccc(NC(=O)Nc3cccc4ccccc34)cc2C1=O
  BioA inh = -1.8
COc1ccc(S(=O)(=O)Nc2ccc3c(c2)C(=O)N([C@@H](C)CO)C[C@@H](C)[C@H](CN(C)CC2CCCCC2)OCCCC[C@H](C)O3)cc1
  BioA inh = 1.2
O=C(C[C@@H]1CC[C@H](NC(=O)c2cccc(F)c2)[C@H](CO)O1)NCc1ccc(Oc2ccccc2)cc1
  BioA inh = -0.5
C[C@@H]1CN([C@H](C)CO)C(=O)c2cccc(NC(=O)c3ccncc3)c2O[C@H]1CN(C)CC1CCCCC1
  BioA inh = 2.4
C[C@H]1CCCCO[C@H](CN(C)C(=O)NC2CCCCC2)[C@@H](C)CN([C@@H](C)CO)C(=O)c2cc(NC(=O)Nc3ccccc3)ccc2O1
  BioA inh = 1.1
CO[C@H]1CC[C@H]2CCN(C)C(=O)CC3(CCCCC3)CN(C)C(=O)c3cccc(C#N)c3OC[C@H]1O2
  BioA inh = 1.6
COc1ccccc1NC(=O)N1C[C@@H](O)COC[C@H]2O[C@H](CC(=O)NCc3ccccc3)CC[C@@H]21
  BioA inh = -0.4
N#C[C@@H]1[C@@H](c2ccc(-c3cccc(F)c3)cc2)[C@@H](CO)N1C(=O)c1cccnc1
  BioA inh = 25
C[C@H](CO)N1C[C@H](C)[C@@H](CN(C)Cc2ccc(-c3ccccc3)cc2)Oc2ccc(NC(=O)NC3CCCCC3)cc2C1=O
  BioA inh = 0.9
CNC(=O)C[C@H]1CC[C@@H]2[C@H](COc3ccc(NS(=O)(=O)c4cccc(F)c4)cc3C(=O)N2C)O1
  BioA inh = -0.7
CCC(=O)N1C[C@@H](C)[C@@H](OC)CN(C)C(=O)c2cc(NC(=O)c3ccccc3)ccc2OC[C@H]1C
  BioA inh = -2.2
COc1ccc(-c2cn(CC[C@@H]3CC[C@H](NC(=O)NC(C)C)[C@@H](CO)O3)nn2)cc1
  BioA inh = -1.2
CN(C)C(=O)C[C@H]1CC[C@H]2[C@@H](COc3ccc(NC(=O)c4ccc(F)c(F)c4)cc3C(=O)N2C)O1
  BioA inh = 2.0
CNC(=O)C[C@@H]1CC[C@H]2[C@@H](COc3ccc(NC(=O)c4ccccc4F)cc3C(=O)N2C)O1
  BioA inh = -1.5
O=C(C[C@H]1CC[C@H](NS(=O)(=O)c2ccc(F)cc2)[C@H](CO)O1)NCc1ccncn1
  BioA inh = 2.5
CCC(=O)N(C)C[C@@H]1Oc2ncc(C#C[C@H](C)O)cc2C(=O)N([C@H](C)CO)C[C@H]1C
  BioA inh = -0.9
COCC#Cc1cnc2c(c1)C(=O)N([C@H](C)CO)C[C@H](C)[C@H](CN(C)Cc1ccc3c(c1)OCO3)O2
  BioA inh = 5.7
CN(C)C(=O)C[C@@H]1CC[C@@H]2[C@H](COC[C@@H](O)CN2CC2CCCCC2)O1
  BioA inh = -1.2
C[C@@H]1CN([C@@H](C)CO)C(=O)c2cccc(NC(=O)c3ccc(-c4nccs4)cc3)c2O[C@H]1CN(C)Cc1ccc2c(c1)OCO2
  BioA inh = -4.1

C[C@@H]1CCCCO[C@H](CN(C)C(=O)Nc2ccc(F)cc2)[C@H](C)CN([C@@H](C)CO)C(=O)c2cc(NC(=O)Nc3ccccc3)ccc2O1
  BioA inh = 1.8
Cc1ccccc1-c1ccc([C@H]2[C@@H](CO)N3CCCCN(CC4CC4)C[C@H]23)cc1
  BioA inh = -0.7
C[C@@H]1CN([C@H](C)CO)C(=O)c2cc(NC(=O)Nc3cccc4ccccc34)ccc2O[C@@H]1CN(C)Cc1ccccc1
  BioA inh = 0.0
C[C@@H]1CN([C@H](C)CO)C(=O)c2cc(C#Cc3ccc(F)cc3)cnc2O[C@H]1CN(C)C(=O)c1ccccc1F
  BioA inh = 0.3

Assay outcomes as filed in PubChem BioAssay.

A portion of the library; count on the stated rates, not on these rows.
